GRK2 aptamer HTS: blocks RNA aptamer binding to human GRK2; P25098; bead flow cytometry, FAM-aptamer displacement from GRK2; inhibition of aptamer binding, % at 10 µM; 330,000 compounds, 0.59% hits; AID 488847;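 active means inhibition of aptamer binding above 40%, roughly 3 SD of noise, on plates passing a quality check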;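 further: median bead fluorescence of bound FAM aptamer so fluorescent compounds give negative values; no value below 0 was filed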
Target sequence (P25098 whole entry, looked up): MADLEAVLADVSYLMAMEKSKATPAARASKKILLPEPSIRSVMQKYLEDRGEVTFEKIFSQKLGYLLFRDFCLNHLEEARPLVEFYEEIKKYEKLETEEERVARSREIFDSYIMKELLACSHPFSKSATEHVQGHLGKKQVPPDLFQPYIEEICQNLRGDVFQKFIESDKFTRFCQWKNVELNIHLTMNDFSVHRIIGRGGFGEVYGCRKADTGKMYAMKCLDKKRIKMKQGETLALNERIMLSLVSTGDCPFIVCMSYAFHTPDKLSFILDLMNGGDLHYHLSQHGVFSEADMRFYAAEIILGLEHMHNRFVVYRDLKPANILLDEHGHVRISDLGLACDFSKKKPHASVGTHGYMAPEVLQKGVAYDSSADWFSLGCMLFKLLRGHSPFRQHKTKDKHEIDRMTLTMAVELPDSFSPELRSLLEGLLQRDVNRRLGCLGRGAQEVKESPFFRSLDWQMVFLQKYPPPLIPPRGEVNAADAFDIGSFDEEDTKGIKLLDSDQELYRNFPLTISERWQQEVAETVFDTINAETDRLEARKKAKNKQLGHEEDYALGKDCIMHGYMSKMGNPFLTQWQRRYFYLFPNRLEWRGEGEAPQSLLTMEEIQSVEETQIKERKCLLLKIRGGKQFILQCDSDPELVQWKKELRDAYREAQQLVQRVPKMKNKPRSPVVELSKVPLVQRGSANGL
AGP1 TOR yeast: modulators of TOR pathway AGP1-GFP in S. cerevisiae; S. cerevisiae AGP1-GFP multiplex flow cytometry, 3 h; GFP as percent of DMSO wells; GFP response vs DMSO, % at 10 µM; 320,000 compounds, 0.02% hits; AID 2066;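 active means GFP response relative to DMSO above a set limit, near screen average plus 3 SD, cut at about 150% in these data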;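 further: median GFP channel fluorescence of the gated AGP1 strain per well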
MCL1 BIM primary: inhibitors of human MCL1 binding to BIM-BH3 peptide | Q07820 | GST-MCL1 / FITC-Bim-BH3 fluorescence polarization | inhibition, % at 10.9 µM | 320,000 compounds, 0.68% hits;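 active means inhibition above the mean inhibition of all tested compounds plus 3 SD, set per campaign, cut at about 40% in these data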;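 further: 0% = DMSO wells and 100% = unlabeled Bim-BH3 peptide control; higher means more loss of mP so more displacement of Bim peptide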
Fam108B counter: counter-screen for RBBP9 inhibitors: inhibitors of mouse Fam108B | recombinant Fam108B, FP-Rh probe fluorescence polarization | inhibition, % at 9.51 µM | 300,000 compounds, 0.33% hits;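 active means inhibition above the screen mean inhibition plus 3 SD, computed separately per campaign, cut at about 18% in these data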;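 further: inhibitors lower polarization as less probe binds the enzyme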
MEX-5 binding: C. elegans MEX-5 TCR-2 RNA binding activity; MEX-5/FITC-TCR2 RNA binding, fluorescence polarization; hits give low values; activity score (negative = inhibition of binding), % at 10 µM; 300,000 compounds, 0.38% hits;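 active means inhibition past about -25% in most replicates, and total fluorescence under double the plate's negative control median, limit read from the data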;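 further: 0% = DMSO and -100% = 5 µM competing unlabeled TCR2 RNA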
CIT2-GFP yeast: yeast TOR pathway CIT2-GFP modulation | S. cerevisiae CIT2-GFP strain, flow cytometry, 3 h; 100 means same as DMSO wells | GFP response vs DMSO, % at 10 µM | 320,000 compounds, 0.065% hits;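 active means GFP response relative to DMSO above a set limit, near the screen mean plus 3 SD, cut at about 150% in these data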;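 further: ratio of well median GFP fluorescence to mean of DMSO wells on the plate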
GLD-1 RNA inh: GLD-1-TGE RNA interaction inhibition (C. elegans) | AID 2280 | 320,000 compounds, 0.44% hits | inhibition, % at 5.96 µM | Q17339 | purified GLD-1 + fluorescein TGE RNA, fluorescence polarization;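 active means percent inhibition above a per-plate cutoff, the plate mean of test compounds plus 3 SD, cut at about 30% in these data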;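 further: 0% = DMSO wells with GLD-1 and probe and 100% = wells lacking GLD-1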
Bcl-xL primary: Bcl-xL (human) inhibition; Q07817; GST-Bcl-xL / FITC-Bim BH3 peptide fluorescence polarization; inhibition, % at 10.9 µM; 320,000 compounds, 0.7% hits;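 active means inhibition above the mean of all tested compounds plus 3 SD, cutoff set per campaign, cut at about 30% in these data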;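 further: 0% = DMSO wells and 100% = unlabeled Bim-BH3 peptide competitor; inhibitors lower millipolarization by displacing the labeled peptide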
Target sequence (Q07817 whole entry, looked up): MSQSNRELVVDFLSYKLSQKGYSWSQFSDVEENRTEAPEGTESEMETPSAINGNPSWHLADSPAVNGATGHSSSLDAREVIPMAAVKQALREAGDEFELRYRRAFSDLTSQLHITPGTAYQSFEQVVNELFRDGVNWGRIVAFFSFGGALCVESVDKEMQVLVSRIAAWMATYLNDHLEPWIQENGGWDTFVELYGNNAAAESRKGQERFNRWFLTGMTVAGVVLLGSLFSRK
VLA-4 inh: inhibition in a human VLA-4 binding assay | VLA-4 expressing cells, ligand binding flow cytometry | inhibition, % (about 7 µM as worked out from the volumes in the protocol) | 330,000 compounds, 0.2% hits | AID 2557; in the data active means inhibition above about 50%
An asterisk follows results filed as active.

Sample of the layout (two entries):
For O=S(=O)(c1ccc(Cl)cc1)n1ccc2cccnc21 the results were GRK2 aptamer HTS 4, AGP1 TOR yeast 101, MCL1 BIM primary 3, Fam108B counter 1, MEX-5 binding 1.3, CIT2-GFP yeast 88, GLD-1 RNA inh 7, Bcl-xL primary 2 and VLA-4 inh 11.
For Cc1nc(COc2cc3oc(=O)cc(C)c3cc2Cl)cs1 the results were GRK2 aptamer HTS 1, AGP1 TOR yeast 80, MCL1 BIM primary -11, Fam108B counter -3, MEX-5 binding 0.4, CIT2-GFP yeast 83, GLD-1 RNA inh -5, Bcl-xL primary -6 and VLA-4 inh 9.

The whole of this part, previewed entries included:
For O=S(=O)(c1ccc(Cl)cc1)n1ccc2cccnc21 the results were GRK2 aptamer HTS 4, AGP1 TOR yeast 101, MCL1 BIM primary 3, Fam108B counter 1, MEX-5 binding 1.3, CIT2-GFP yeast 88, GLD-1 RNA inh 7, Bcl-xL primary 2 and VLA-4 inh 11.
For Cc1nc(COc2cc3oc(=O)cc(C)c3cc2Cl)cs1 the results were GRK2 aptamer HTS 1, AGP1 TOR yeast 80, MCL1 BIM primary -11, Fam108B counter -3, MEX-5 binding 0.4, CIT2-GFP yeast 83, GLD-1 RNA inh -5, Bcl-xL primary -6 and VLA-4 inh 9.
For COc1ccc(NC(=O)N2CCC(O)(c3cccnc3)CC2)c(OC)c1 the results were GRK2 aptamer HTS 9, AGP1 TOR yeast 100, MCL1 BIM primary -1, Fam108B counter -1, MEX-5 binding 1.2, CIT2-GFP yeast 92, GLD-1 RNA inh 0, Bcl-xL primary 3 and VLA-4 inh 12.
For O=C(COC(=O)c1ccccn1)Nc1nc(-c2ccccc2)cs1 the results were GRK2 aptamer HTS 0, AGP1 TOR yeast 96, MCL1 BIM primary -2, Fam108B counter 2, MEX-5 binding -2.4, CIT2-GFP yeast 99, GLD-1 RNA inh 6, Bcl-xL primary -2 and VLA-4 inh -13.
O=C(NCC(=O)N(CC1CCCO1)C(C(=O)NC1CCCCC1)c1ccccc1)c1ccco1 (centres undefined) was read as GRK2 aptamer HTS 6, AGP1 TOR yeast 96, MCL1 BIM primary 13, Fam108B counter 0, MEX-5 binding 2.5, CIT2-GFP yeast 99, GLD-1 RNA inh 1, Bcl-xL primary 7 and VLA-4 inh 18.
For O=C(Nc1nnc(Cc2ccccc2)s1)c1ccccc1 the results were GRK2 aptamer HTS 2, AGP1 TOR yeast 100, MCL1 BIM primary 5, Fam108B counter 1, MEX-5 binding -0.3, CIT2-GFP yeast 100, GLD-1 RNA inh -1, Bcl-xL primary 8 and VLA-4 inh 10.
For CCN1CCN(Cc2ccc(OC)c(OCc3ccccc3)c2)CC1 the results were GRK2 aptamer HTS 0, AGP1 TOR yeast 105, MCL1 BIM primary 5, Fam108B counter -1, MEX-5 binding -3.9, CIT2-GFP yeast 101, GLD-1 RNA inh 5, Bcl-xL primary 4 and VLA-4 inh 12.
For CC(=O)c1ccc(N2CCN(C(=O)c3ccc(-c4ccccc4)cc3)CC2)cc1 the results were GRK2 aptamer HTS 3, AGP1 TOR yeast 97, MCL1 BIM primary 3, Fam108B counter -1, MEX-5 binding -2.1, CIT2-GFP yeast 98, GLD-1 RNA inh 5, Bcl-xL primary 0 and VLA-4 inh 10.
CCN(CCCNC(=O)C1CCN(S(=O)(=O)c2cccc3nonc23)CC1)Cc1ccccc1 was read as GRK2 aptamer HTS 0, AGP1 TOR yeast 101, MCL1 BIM primary 0, Fam108B counter 1, MEX-5 binding -0.6, CIT2-GFP yeast 101, GLD-1 RNA inh -3, Bcl-xL primary 4 and VLA-4 inh 2.
`OC(CCN1CCCCC1)(c1ccccc1)C1CCCCC1` (centres undefined) gave GRK2 aptamer HTS 0, AGP1 TOR yeast 84, MCL1 BIM primary 1, Fam108B counter 0, MEX-5 binding 0.4, CIT2-GFP yeast 82, GLD-1 RNA inh 4, Bcl-xL primary -3 and VLA-4 inh 22.
COc1ccc(CCNC(=O)CCNC(=O)c2ccco2)cc1 was read as GRK2 aptamer HTS 3, AGP1 TOR yeast 97, MCL1 BIM primary -8, Fam108B counter 0, MEX-5 binding 0.6, CIT2-GFP yeast 105, GLD-1 RNA inh -3, Bcl-xL primary -2 and VLA-4 inh -3.
O=C(Nc1ccc(Br)c(C(F)(F)F)c1)c1ccc(C(F)(F)F)cc1 was read as GRK2 aptamer HTS 1, AGP1 TOR yeast 102, MCL1 BIM primary 4, Fam108B counter -42, MEX-5 binding 0.5, CIT2-GFP yeast 104, GLD-1 RNA inh 2, Bcl-xL primary 3 and VLA-4 inh -1.
For O=C(/C=C\NCC(=O)c1ccccc1)c1ccccc1 the results were GRK2 aptamer HTS 0, AGP1 TOR yeast 96, MCL1 BIM primary -3, Fam108B counter -1, MEX-5 binding 1.8, CIT2-GFP yeast 103, GLD-1 RNA inh -7, Bcl-xL primary 4 and VLA-4 inh 18.
`CCc1cccc2c(C(=O)C(NCCCOC)c3ccccc3)c[nH]c12` (centres undefined) gave GRK2 aptamer HTS 0, AGP1 TOR yeast 90, MCL1 BIM primary 3, Fam108B counter 2, MEX-5 binding 1.0, CIT2-GFP yeast 90, GLD-1 RNA inh -5, Bcl-xL primary 3 and VLA-4 inh -28.
Screening CCN(CC(=O)Nc1ccc2c(c1)OCCO2)C(=O)c1ccc(S(=O)(=O)N(C)C)cc1 returned GRK2 aptamer HTS 3, AGP1 TOR yeast 104, MCL1 BIM primary 2, Fam108B counter 4, MEX-5 binding -1.0, CIT2-GFP yeast 106, GLD-1 RNA inh 7, Bcl-xL primary 5 and VLA-4 inh -4.
`CCOC(=O)C1=C(CSc2nc(-c3ccccc3)ccc2C#N)OC(N)=C(C#N)C1c1ccc(OC)cc1` (centres undefined) gave GRK2 aptamer HTS 0, AGP1 TOR yeast 95, MCL1 BIM primary -48, Fam108B counter -32, MEX-5 binding 12, CIT2-GFP yeast 87, GLD-1 RNA inh -21, Bcl-xL primary -24 and VLA-4 inh -272.
`CS(=O)(=O)N1CCC(C(=O)NCc2ccc3c(c2)OCO3)CC1` gave GRK2 aptamer HTS 0, AGP1 TOR yeast 101, MCL1 BIM primary -4, Fam108B counter 1, MEX-5 binding 1.6, CIT2-GFP yeast 116, GLD-1 RNA inh 4, Bcl-xL primary 4 and VLA-4 inh -62.
Cc1ccc2nc(-c3ccccc3Cl)cc(C(=O)Nc3cc(C)on3)c2c1 was read as GRK2 aptamer HTS 4, AGP1 TOR yeast 103, MCL1 BIM primary 1, Fam108B counter -8, MEX-5 binding 1.3, CIT2-GFP yeast 101, GLD-1 RNA inh 11, Bcl-xL primary 2 and VLA-4 inh -3.
O=C1COc2ccc(S(=O)(=O)Nc3ccc(OC(F)(F)F)cc3)cc2N1 was read as GRK2 aptamer HTS 2, AGP1 TOR yeast 113, MCL1 BIM primary 1, Fam108B counter 1, MEX-5 binding 0.6, CIT2-GFP yeast 114, GLD-1 RNA inh 4, Bcl-xL primary 2 and VLA-4 inh -2.
O=C(N/N=C1/CC2C=CCC12)c1ccc(Br)o1 (centres undefined) was read as GRK2 aptamer HTS 3, AGP1 TOR yeast 95, MCL1 BIM primary 4, Fam108B counter 5, MEX-5 binding -1.6, CIT2-GFP yeast 100, GLD-1 RNA inh 6, Bcl-xL primary 1 and VLA-4 inh 0.
Cc1cscc1NC(=O)/C=C/C(=O)O was read as GRK2 aptamer HTS 0, AGP1 TOR yeast 116, MCL1 BIM primary 0, Fam108B counter 0, MEX-5 binding 3.7, CIT2-GFP yeast 108, GLD-1 RNA inh 2, Bcl-xL primary 1 and VLA-4 inh 19.
For CCOc1cc2c(cc1/C=C(/C#N)c1ccc(C(=O)O)cc1)OCO2 the results were GRK2 aptamer HTS 1, AGP1 TOR yeast 101, MCL1 BIM primary 12, Fam108B counter 3, MEX-5 binding -32*, CIT2-GFP yeast 110, GLD-1 RNA inh -4, Bcl-xL primary 6 and VLA-4 inh -3.
`COc1ccc(CNc2ncc(-c3cccc([N+](=O)[O-])c3)n2C)c(OC)c1OC` gave GRK2 aptamer HTS 4, AGP1 TOR yeast 98, MCL1 BIM primary 7, Fam108B counter -1, MEX-5 binding -3.0, CIT2-GFP yeast 100, GLD-1 RNA inh 6, Bcl-xL primary 8 and VLA-4 inh 7.
Screening CCCNC(=O)Cn1cc(S(=O)(=O)N2CCCC2)c(S(=O)(=O)N2CCCC2)c1 returned GRK2 aptamer HTS 0, AGP1 TOR yeast 97, MCL1 BIM primary 7, Fam108B counter 0, MEX-5 binding 0.6, CIT2-GFP yeast 106, GLD-1 RNA inh 5, Bcl-xL primary 10 and VLA-4 inh 4.
CCOc1ccccc1Nc1cc2n(c(=O)n1)CCc1cc(OC)c(OC)cc1-2 was read as GRK2 aptamer HTS 0, AGP1 TOR yeast 96, MCL1 BIM primary -1, Fam108B counter 3, MEX-5 binding -3.6, CIT2-GFP yeast 105, GLD-1 RNA inh -4, Bcl-xL primary 4 and VLA-4 inh -10.
COc1ccc(OCCSc2nc3ccccc3c(=O)[nH]2)cc1 was read as GRK2 aptamer HTS 1, AGP1 TOR yeast 102, MCL1 BIM primary 2, Fam108B counter -2, MEX-5 binding 0.9, CIT2-GFP yeast 100, GLD-1 RNA inh 3, Bcl-xL primary -1 and VLA-4 inh 31.
`Cc1ccc(Cn2nnc3c(=O)n(CC(=O)NCC4CCCO4)cnc32)cc1` (centres undefined) gave GRK2 aptamer HTS 3, AGP1 TOR yeast 96, MCL1 BIM primary 4, Fam108B counter 6, MEX-5 binding 1.6, CIT2-GFP yeast 100, GLD-1 RNA inh 1, Bcl-xL primary -2 and VLA-4 inh 2.
Screening CCCN1CCN(CCCNC(=O)Cn2nc(-c3ccccc3)ccc2=O)CC1 returned GRK2 aptamer HTS 0, AGP1 TOR yeast 105, MCL1 BIM primary 8, Fam108B counter -3, MEX-5 binding 6.5, CIT2-GFP yeast 104, GLD-1 RNA inh 8, Bcl-xL primary 5 and VLA-4 inh -1.
`CCOC(=O)C1(Cc2ccc(OC)cc2)CCN(C(=O)c2cncs2)CC1` gave GRK2 aptamer HTS 0, AGP1 TOR yeast 100, MCL1 BIM primary 6, Fam108B counter -3, MEX-5 binding -2.6, CIT2-GFP yeast 97, GLD-1 RNA inh 2, Bcl-xL primary 4 and VLA-4 inh -1.
CCN(CC)CCNC(=O)c1cn(-c2ccccc2)nc1-c1cccs1 was read as GRK2 aptamer HTS 0, AGP1 TOR yeast 105, MCL1 BIM primary 3, Fam108B counter -2, MEX-5 binding -0.1, CIT2-GFP yeast 102, GLD-1 RNA inh 8, Bcl-xL primary 4 and VLA-4 inh 8.
Screening CSc1nc(N)c2c3c(sc2n1)COC(C(C)C)C3 (centres undefined) returned GRK2 aptamer HTS 0, AGP1 TOR yeast 100, MCL1 BIM primary -2, Fam108B counter 2, MEX-5 binding 1.2, CIT2-GFP yeast 105, GLD-1 RNA inh 2, Bcl-xL primary 0 and VLA-4 inh -7.
For CCOC(=O)c1ccc2ncc(C(=O)OCC)c(NCCCN3CCOCC3)c2c1 the results were GRK2 aptamer HTS 1, AGP1 TOR yeast 110, MCL1 BIM primary 18, Fam108B counter -2, MEX-5 binding -2.0, GLD-1 RNA inh 6, Bcl-xL primary 18 and VLA-4 inh 4.
For COc1ccc(Cl)cc1S(=O)(=O)N1CCN(CC(=O)C(C)(C)C)CC1 the results were GRK2 aptamer HTS 2, AGP1 TOR yeast 98, MCL1 BIM primary -9, Fam108B counter -8, MEX-5 binding 3.6, CIT2-GFP yeast 93, GLD-1 RNA inh -1, Bcl-xL primary -7 and VLA-4 inh -3.
For CCOC(=O)C1=C(C)NC(C)=C(C(=O)OCC)C1C(=O)OCC(=O)NCc1ccco1 the results were GRK2 aptamer HTS 0, AGP1 TOR yeast 99, CIT2-GFP yeast 99, GLD-1 RNA inh -3 and VLA-4 inh -9.

Bioassay records: PubChem BioAssay, several laboratories
